IL1B NFkB inh: blocks IL-1B driven NFkB nuclear translocation in HUVEC cells | AID 796 | 0.43% of 94,000 active | inhibition, % at 2 µM | HUVEC IL-1B NFkB p65 nuclear translocation imaging;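 active = inhibition above about 30% together with a positive call from visual inspection of the well image, limit read from the data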;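 also: nuclear over cytoplasmic p65 intensity ratio measured by imaging; 0% = IL-1B stimulated DMSO wells and 100% = unstimulated DMSO wells; values of inactives mirror those of a sister screen read the other way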
IL1B NFkB pot: enhances IL-1B driven NFkB nuclear translocation; HUVEC IL-1B NFkB p65 nuclear translocation imaging; activation, % at 2 µM; 0.3% of 94,000 active; AID 819;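 active = activation above 40%, about the mean plus 3 SD, also judged a hit on visual image review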;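 also: percent activation is computed from the nuclear over cytoplasmic p65 intensity ratio; values of inactives mirror those of a sister screen read the other way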
MRP reversal: reverses drug resistance mediated by MRP | H69AR cells + 2 uM doxorubicin, CellTiter-Glo, 72 h | 0.04% of 85,000 active | AID 602 | differential viability (reversal), % at 10 µM;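 active = viability drop by adding the cancer drug above about 55%, with treated viability meeting a 40% cutoff, limit read from the data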;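 also: viability without doxorubicin minus viability with 2 µM doxorubicin for each compound; larger differential means the compound sensitizes cells more to doxorubicin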
PLAP inhibition: PLAP enzyme inhibitors, biochemical, luminescence, HTS (AID 690). purified PLAP, luminescent substrate; higher % means a stronger effect. inhibition, % at 20 µM; hits with a dose series show IC50 in µM. 0.08% of 96,000 active; in the data active = a potency from the dose series; inactive = the rest, 99 in 100 with inhibition below about 30%; also: strong numbers were not always called active
Bcl-B displacement: displacers of TR3 peptide from Bcl-B, primary screen, selectivity assay for Bfl-1 inhibitor project, biochemical, fluorescence polarization | displacement, % at 20 µM, or IC50 in µM where a hit was titrated | AID 748 | 0.11% of 96,000 active | FP displacement of FITC-TR3 peptide from Bcl-B; higher % means a stronger effect;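 active = displacement above 50% at 20 µM plus a fluorescence interference ratio under 1.5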;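 also: plate controls were wells without compound for no effect and wells lacking Bcl-B protein for full effect; a part of the inactive calls stands beside numbers as strong as those of hits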
MRP reversal cytotoxicity: also measured in MRP reversal; calls as there; viability, %; H69AR cells, CellTiter-Glo, 72 h; measured here: cytotoxicity without doxorubicin
MRP reversal with doxorubicin: further read-out of MRP reversal, marked with its call; viability, %; measured here: viability with 2 uM doxorubicin; stronger effect = lower value
IL1B NFkB inh cell count 2 µM: recorded beside IL1B NFkB inh, whose call it bears; cell count; measured here: cells passing quality filter;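 raw number of nuclei counted in each imaged well without normalization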
IL1B NFkB pot cell count 2 µM: also measured in IL1B NFkB pot; calls as there; cell count; measured here: cells passing quality filter
* = called active by the depositor; / = no result given. An excerpt; rates above refer to the full screens.

SMILES	IL1B NFkB inh	IL1B NFkB inh cell count 2 µM	IL1B NFkB pot	IL1B NFkB pot cell count 2 µM	MRP reversal	MRP reversal cytotoxicity	MRP reversal with doxorubicin	PLAP inhibition	Bcl-B displacement
Cc1ccc(NC(=O)C(C)c2ccc(-c3ccccc3)c(F)c2)c(C)c1 (stereo not drawn)	-16.3	136	16.3	136	/	/	/	-1.5%	17.1%
Cc1cccc(NC(=O)CC2NC3CCCCC3NC2=O)c1 (stereo not drawn)	-7.6	148	7.6	148	5.4	95.2	89.8	-7.7%	2.2%
CC1(C)CC(NS(=O)(=O)c2ccc(S(=O)(=O)N3CCOCC3)cc2)CCO1 (stereo not drawn)	-21.9	178	21.9	178	/	/	/	7.1%	0.4%
CCC1(COC(NC(=O)c2cccnc2)(C(F)(F)F)C(F)(F)F)COC1	2.7	203	-2.7	203	-7.4	94.4	101.8	11.4%	8.3%
CC(C)COc1ccccc1C(=O)NC(CO)C(=O)O (stereo not drawn)	5.3	58	-5.2	58	6.3	96.0	89.8	1.8%	1.9%
COC(=O)CSc1ncc(OC)c(OC)n1	/	/	/	/	/	/	/	-0.3%	-4.9%
CCC(C)c1ccc(Nc2ncccc2C#N)cc1 (stereo not drawn)	/	/	/	/	/	/	/	-9.2%	0.7%
COc1ccccc1NC(=O)CSc1nc(O)cc(=O)n1C	-1.5	155	1.5	155	-1.7	87.8	89.5	-50.2%	9.3%
Cc1cccc(C)c1NC(=O)CSc1nnnn1-c1ccc(C(=O)O)cc1	-10.5	186	10.5	186	/	/	/	-1.7%	-4.8%
O=C(Cn1cc2c(n1)CCCC2)Nc1ccccc1Br	-11.5	55	11.5	55	-19.4	67.5	86.9	3.5%	25.3%
CCOCCCNC(=O)Cc1c(C(=O)O)[nH]c2ccc(Cl)cc12	-6.5	90	6.5	90	/	/	/	/	/
CSc1nc2ccc(NC(=O)C3CC(=O)N(Cc4ccccc4)C3)cc2s1 (stereo not drawn)	-7.4	159	7.4	159	-3.5	76.5	80.1	-53.6%	-16.0%
Cc1ccc(CS(=O)(=O)CCC(=O)NCCN2CCCC2)cc1	4.8	133	-4.8	133	-1.1	98.3	99.4	-13.8%	5.5%
COC(=O)c1cc2occc2n1CC(=O)N(C)C1CCCCC1	-8.1	116	8.1	116	3.1	70.7	67.6	-19.9%	-6.7%
CNS(=O)(=O)c1cccc(C(=O)OCC(=O)N2c3ccccc3CC2C)c1 (stereo not drawn)	-23.4	190	23.4	190	/	/	/	12.2%	6.7%
COC(=O)COc1cccc(NS(=O)(=O)c2ccc(NC(C)=O)cc2)c1	-12.1	133	12.1	133	18.2	96.8	78.6	9.4%	-14.7%
CCCOC(=O)/C(C(N)=NCc1ccccc1)=C(\O)OCCC	-9.6	163	9.6	163	6.6	84.5	77.9	22.9%	-0.1%
CCCN(CC1CC1)C(=O)Nc1ccccc1C	8.1	124	-8.1	124	1.4	95.8	94.4	29.5%	-0.5%
CCOC(=O)C1CCN(C(=O)CNC(=O)OC(C)(C)C)CC1	10.1	153	-10.1	153	5.6	91.3	85.6	-8.8%	-10.3%
CC12CCC(C(N)=O)(c3nc4ccccc4nc31)C2(C)C (stereo not drawn)	-20.5	149	20.5	149	4.0	83.4	79.4	16.1%	-4.5%

14 successive compounds from above, for reference:
SMILES	IL1B NFkB inh	IL1B NFkB inh cell count 2 µM	IL1B NFkB pot	IL1B NFkB pot cell count 2 µM	MRP reversal	MRP reversal cytotoxicity	MRP reversal with doxorubicin	PLAP inhibition	Bcl-B displacement
CCC(C)c1ccc(Nc2ncccc2C#N)cc1 (stereo not drawn)	/	/	/	/	/	/	/	-9.2%	0.7%
COc1ccccc1NC(=O)CSc1nc(O)cc(=O)n1C	-1.5	155	1.5	155	-1.7	87.8	89.5	-50.2%	9.3%
Cc1cccc(C)c1NC(=O)CSc1nnnn1-c1ccc(C(=O)O)cc1	-10.5	186	10.5	186	/	/	/	-1.7%	-4.8%
O=C(Cn1cc2c(n1)CCCC2)Nc1ccccc1Br	-11.5	55	11.5	55	-19.4	67.5	86.9	3.5%	25.3%
CCOCCCNC(=O)Cc1c(C(=O)O)[nH]c2ccc(Cl)cc12	-6.5	90	6.5	90	/	/	/	/	/
CSc1nc2ccc(NC(=O)C3CC(=O)N(Cc4ccccc4)C3)cc2s1 (stereo not drawn)	-7.4	159	7.4	159	-3.5	76.5	80.1	-53.6%	-16.0%
Cc1ccc(CS(=O)(=O)CCC(=O)NCCN2CCCC2)cc1	4.8	133	-4.8	133	-1.1	98.3	99.4	-13.8%	5.5%
COC(=O)c1cc2occc2n1CC(=O)N(C)C1CCCCC1	-8.1	116	8.1	116	3.1	70.7	67.6	-19.9%	-6.7%
CNS(=O)(=O)c1cccc(C(=O)OCC(=O)N2c3ccccc3CC2C)c1 (stereo not drawn)	-23.4	190	23.4	190	/	/	/	12.2%	6.7%
COC(=O)COc1cccc(NS(=O)(=O)c2ccc(NC(C)=O)cc2)c1	-12.1	133	12.1	133	18.2	96.8	78.6	9.4%	-14.7%
CCCOC(=O)/C(C(N)=NCc1ccccc1)=C(\O)OCCC	-9.6	163	9.6	163	6.6	84.5	77.9	22.9%	-0.1%
CCCN(CC1CC1)C(=O)Nc1ccccc1C	8.1	124	-8.1	124	1.4	95.8	94.4	29.5%	-0.5%
CCOC(=O)C1CCN(C(=O)CNC(=O)OC(C)(C)C)CC1	10.1	153	-10.1	153	5.6	91.3	85.6	-8.8%	-10.3%
CC12CCC(C(N)=O)(c3nc4ccccc4nc31)C2(C)C (stereo not drawn)	-20.5	149	20.5	149	4.0	83.4	79.4	16.1%	-4.5%

More entries follow.
SMILES	IL1B NFkB inh	IL1B NFkB inh cell count 2 µM	IL1B NFkB pot	IL1B NFkB pot cell count 2 µM	MRP reversal	MRP reversal cytotoxicity	MRP reversal with doxorubicin	PLAP inhibition	Bcl-B displacement
O=C(COc1ccc(Cl)cc1)NCc1nnc(SCC(=O)c2ccccc2)o1	-0.8	188	0.8	188	11.3	100.0	88.7	-22.5%	1.2%
C=CCNc1sc(C(=O)c2ccccc2)c(N)c1-c1nc2ccccc2s1	3.7	173	-3.7	173	0.5	51.0	50.5	-4.2%	-129.0%
CCSc1cc(C)nc2c(-c3ccccc3)c(C)nn12	-11.2	112	11.2	112	2.1	75.5	73.5	1.6%	-7.8%
CC(OC(=O)Cn1c(C(F)(F)F)nc2ccccc21)C(N)=O (stereo not drawn)	5.3	109	-5.3	109	-11.0	99.6	110.6	-1.0%	4.2%
O=C(Nc1cccc2ccccc12)/C(Cl)=C/c1ccccc1	-6.4	97	6.4	97	/	/	/	35.5%	-1.9%
O=C(CSc1ccc(Cl)cc1)N1CCC(c2nc3ccccc3s2)CC1	-7.8	188	7.8	188	/	/	/	-21.4%	-7.9%
CCN(CC)C(=O)CC(c1ccc(F)cc1)c1ccco1 (stereo not drawn)	2.0	145	-2.0	145	-2.3	85.8	88.1	-52.4%	-5.9%
Cc1cccc(C)c1NC(=O)C(=O)NCCOc1ccc(Cl)cc1	-3.9	139	3.9	139	/	/	/	23.4%	4.0%
CCOC(=O)c1[nH]c(C)c(C(=O)Nc2ccccc2C)c1C	/	/	/	/	-22.4	26.0	48.4	-8.7%	-6.0%
COC(=O)c1ccc(C2C(C(C)=O)=C(O)C(=O)N2CCO)cc1 (stereo not drawn)	16.9	121	-16.9	121	7.1	108.1	100.9	0.0%	-4.9%
O=C(Nc1ccncc1)C1CC1c1ccccc1 (stereo not drawn)	15.9	154	-15.9	154	11.8	96.2	84.4	17.3%	0.9%
Clc1ccc(Cc2nc(-c3cccnc3)no2)cc1	4.6	160	-4.6	160	/	/	/	-4.7%	-0.7%
CN(Cc1ccccc1)C(=O)N[C@@H](Cc1ccccc1)C(=O)O	/	/	/	/	5.9	100.7	94.8	-1.3%	-10.7%
CSc1nc(C)c(C(=O)Nc2ccccc2)c(C)c1C#N	-2.8	152	2.8	152	-5.6	83.6	89.2	12.0%	-15.5%
CCOc1cc2[nH]c(=S)n(CCN3CCCCC3CC)c(=O)c2cc1OCC (stereo not drawn)	-16.9	186	16.9	186	5.2	79.5	74.3	-73.3%	-1.3%
CC(=O)N1CCN(Cc2nc3cc(NC(=O)c4ccc(Cl)cc4)ccc3n2C)CC1	-11.4	190	11.4	190	-32.4	47.0	79.4	-65.5%	-15.4%
OC(COc1ccc(OCc2ccccc2)cc1)CN1CCOCC1 (stereo not drawn)	-7.6	157	7.6	157	13.6	100.2	86.6	-14.3%	-13.9%
O=C(Nc1ccc(N2CCN(C(=O)c3ccccc3)CC2)c(Cl)c1)c1cccnc1	4.9	145	-4.9	145	-18.1	50.2	68.4	-31.6%	-12.9%
COc1ccc(C2NCCC3(O)CCCCC23)c(OC)c1OC (stereo not drawn)	3.3	151	-3.3	151	-11.8	88.9	100.7	-6.8%	1.5%
Cc1occc1C(=O)N1N=C(C2CC2)CC1(O)C(F)(F)F (stereo not drawn)	-8.5	149	8.5	149	-0.3	91.0	91.3	-1.2%	4.0%

One compound at a time (already shown). Order of screens: IL1B NFkB inh, IL1B NFkB inh cell count 2 µM, IL1B NFkB pot, IL1B NFkB pot cell count 2 µM, MRP reversal, MRP reversal cytotoxicity, MRP reversal with doxorubicin, PLAP inhibition, Bcl-B displacement
`O=C(Nc1ccc(N2CCN(C(=O)c3ccccc3)CC2)c(Cl)c1)c1cccnc1` is listed with 4.9, 145, -4.9, 145, -18.1, 50.2, 68.4, -31.6%, -12.9%
`CC(=O)N1CCN(Cc2nc3cc(NC(=O)c4ccc(Cl)cc4)ccc3n2C)CC1` is listed with -11.4, 190, 11.4, 190, -32.4, 47.0, 79.4, -65.5%, -15.4%

(next part)
SMILES	IL1B NFkB inh	IL1B NFkB inh cell count 2 µM	IL1B NFkB pot	IL1B NFkB pot cell count 2 µM	MRP reversal	MRP reversal cytotoxicity	MRP reversal with doxorubicin	PLAP inhibition	Bcl-B displacement
O=S1(=O)C=C(SCCN2CCCCC2)c2ccccc21	-19.4	132	19.4	132	-15.8	62.3	78.1	-7.5%	0.9%
Cc1cc(SCC#N)n2nc(C)c(-c3ccccc3)c2n1	2.7	114	-2.7	114	-16.4	26.1	42.6	-34.4%	-4.7%
CCn1c(SCc2nc3ccccc3c(=O)[nH]2)nc2ccccc2c1=O	-21.6	143	21.6	143	-11.3	65.2	76.5	/	/
O=C(c1ccc(F)cc1)N1CCCCC(Sc2nnc3ccccn23)C1=O (stereo not drawn)	30.1*	64*	-30.1	64	-1.0	94.2	95.3	-5.0%	-4.4%
COc1ccc(CC(=O)N2CCNC2=O)cc1	-28.6	103	28.6	103	11.8	95.4	83.6	-6.1%	17.4%
CC(C)NC(=O)C(=O)N/N=C/c1ccco1	-6.9	105	6.9	105	/	/	/	-20.3%	1.6%
COc1ccccc1NC(=O)c1c(C)cc(=O)oc1C	/	/	/	/	11.9	111.5	99.6	-3.2%	-0.4%
COc1ccc(-n2c(Cc3cccn3C)nnc2SCC(=O)NCCc2ccccc2)cc1	/	/	/	/	/	/	/	-69.8%	-7.5%
C=CCn1c(SCC(=O)Nc2sccc2C(N)=O)nc2sc(CC)cc2c1=O	-8.6	150	8.6	150	-15.8	39.8	55.6	-11.7%	-15.7%
COCCNC(=O)c1csc2c1CCCC2	0.4	107	-0.4	107	3.7	95.0	91.3	-4.3%	1.8%
C/C(=C\C(=O)O)C12CC3CC(CC(C3)C1)C2	-1.8	75	1.8	75	18.1	106.3	88.2	-25.6%	2.5%
CCOC(=O)c1c(-c2ccc(C)o2)csc1NC(=O)CN1CCOCC1	-14.6	91	14.6	91	9.8	82.8	72.9	-54.4%	-2.9%
COc1ccc(CCNC(=O)c2cc(-c3cc(Cl)cc(Cl)c3)oc2C)cc1	10.3	121	-10.3	121	/	/	/	7.2%	-8.7%
COCCCn1c(=O)c2ccccc2c2ccccc2c1=O	-19.9	102	22.4	102	-12.9	92.1	105.0	10.6%	1.9%
O=C(NCCc1ccccc1)C1CCN(S(=O)(=O)c2ccccc2)CC1	-2.1	184	2.1	184	17.4	102.6	85.2	13.3%	6.3%

Source: PubChem (several laboratories)
